Screening results as filed in PubChem BioAssay.
MgcRacGAP inhibition: MgcRacGAP GTPase-activating activity inhibitors, confirmation, biochemical, ADP Hunter fluorescence | AID 624330, 2012 | MgcRacGAP-stimulated Rac1 GTP hydrolysis, ADP Hunter fluorescence; higher % means a stronger effect; GST-tagged Rac1 F28L mutant substrate | actives 0.6% (n = 340,000) | inhibition, % at 30 µM; hits with a dose series show IC50 in µM | Rac GTPase-activating protein 1 (Homo sapiens);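 active means first-screen hits whose inhibition reached a set limit at any dose in the follow-up dose series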;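 further: fluorescence reports GDP produced by GAP-driven GTP hydrolysis; strong numbers were not always called active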
GPR35 antagonists: GPR35 antagonists blocking zaprinast-driven arrestin recruitment, primary screen, imaging, U2OS, beta-arrestin-GFP, zaprinast agonist (AID 2058) | G-protein coupled receptor 35 (Homo sapiens) | U2OS GPR35 beta-arrestin-GFP translocation imaging, zaprinast antagonism; higher % means a stronger effect | inhibition, % at 10 µM, or IC50 in µM where a hit was titrated | actives 0.052% (n = 290,000);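 active means inhibition of at least 50% with at least 30 cells and total cytoplasm GFP at most 10,000,000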
Yfh1-off respiration: enhancers of respiration in Yfh1-depleted yeast, dose response, Friedreich's ataxia, plus single-dose screen (AID 1465); S. cerevisiae Yfh1-off respiration, WST-1 reduction, 72 h; higher fold induction means a stronger effect; fold induction at 50 µM; hits with a dose series show EC50 in µM; actives 0.074% (n = 220,000);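 active means fold induction of absorbance versus untreated yeast above a set limit, then at least 30% activation at any dose in follow-up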;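 further: activators that raise dye reduction in frataxin-depleted yeast; strong numbers were not always called active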
AID2073: inhibitors of Mint1-CaV2.2 protein interaction, biochemical, HTRF (AID 2073) | HTRF protein-protein interaction, Mint1-CaV2.2; higher % means a stronger effect | inhibition, % at 20 µM, or IC50 in µM where a hit was titrated | Voltage-dependent N-type calcium channel subunit alpha-1B (Homo sapiens) | actives 0.19% (n = 290,000); in the data active means inhibition mostly above about 51%, no sharp cut-off; further: some results filed as inactive read as strong as hits
NS5 inhibitors: Dengue-2 NS5 methyltransferase inhibitors, primary screen, biochemical, confirmation dose response (AID 588689); Genome polyprotein (Dengue virus type 2 (strain 16681-PDK53)); Dengue-2 NS5 methyltransferase capping enzyme assay, biochemical; higher % means a stronger effect; one-dose inhibition, % at 25 µM; IC50 in µM for titrated hits; actives 0.3% (n = 340,000); in the data active means a potency from the dose series
NTR1 agonist: agonists of NTR1, primary screen, imaging, U2OS cells, beta-arrestin-GFP, high content (AID 493036) | Neurotensin receptor type 1 (Homo sapiens), P30989 | NTR1-U2OS beta-arrestin-GFP spot imaging, agonist mode | activation, % at 20 µM | actives 0.17% (n = 330,000);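 active means activation at or above 40% of the spot to cytoplasm intensity ratio, with at least 20 cells analyzed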;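 further: 0% = DMSO without peptide and 100% = 100 nM NTR1 peptide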
Target sequence (P30989 whole entry, looked up): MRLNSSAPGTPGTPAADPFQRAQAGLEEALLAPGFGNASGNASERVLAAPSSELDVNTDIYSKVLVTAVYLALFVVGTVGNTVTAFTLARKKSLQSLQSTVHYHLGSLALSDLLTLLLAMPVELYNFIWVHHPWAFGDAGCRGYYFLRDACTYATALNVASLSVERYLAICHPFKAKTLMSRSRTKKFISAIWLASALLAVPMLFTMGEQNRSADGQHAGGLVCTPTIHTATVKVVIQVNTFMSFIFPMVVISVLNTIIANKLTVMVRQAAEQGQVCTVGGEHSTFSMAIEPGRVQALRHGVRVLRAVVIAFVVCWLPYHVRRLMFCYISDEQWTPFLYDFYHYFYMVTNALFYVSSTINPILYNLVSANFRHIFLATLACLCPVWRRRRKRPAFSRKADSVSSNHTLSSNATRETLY
GPR55 activation: GPR55 agonists via beta-arrestin recruitment, primary screen, imaging, U2OS cells, beta-arrestin-GFP redistribution (AID 1961) | U2OS GPR55 beta-arrestin-GFP redistribution imaging; higher % means a stronger effect | activation, % at 10 µM, or EC50 in µM where a hit was titrated | actives 0.048% (n = 290,000);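 active means activation above 40% with more than 50 cells counted in the well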;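 further: U2OS osteosarcoma cells stably expressing GPR55 and beta-arrestin-GFP; plate controls were DMSO negative control for no effect and LPI positive control for full effect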
SV40 large T antigen: SV40 large T antigen inhibitors, biochemical (AID 1903); SV40 large T antigen ATPase/helicase inhibition assay; higher % means a stronger effect; inhibition, % at 20 µM, or IC50 in µM where a hit was titrated; actives 0.39% (n = 310,000); in the data active means a potency from the dose series; further: strong numbers were not always called active
GPR55 LPI antagonism: GPR55 antagonists blocking LPI-driven arrestin recruitment, primary screen, imaging, U2OS, beta-arrestin-GFP, LPI agonist (AID 2013) | G-protein coupled receptor 55 (Homo sapiens) | U2OS GPR55 beta-arrestin-GFP translocation imaging, LPI antagonism; higher % means a stronger effect | inhibition, % at 10 µM; hits with a dose series show IC50 in µM | actives 0.13% (n = 290,000);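 active means spots per cell inhibited over 60%, with over 100 cells counted and total cytoplasm intensity under 500,000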;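 further: U2OS cells stably carrying GPR55 and arrestin-GFP stimulated by 5 µM LPI near EC80; imaged beta-arrestin-GFP aggregate spots per cell after agonist stimulation; plate controls were LPI-stimulated DMSO wells for no effect and DMSO wells without LPI for full effect; some results filed as inactive read as strong as hits; confirmed hits need IC50 under 10 µM and bright autofluorescent wells are also inconclusive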
NTR1 agonist cell count 20 µM: further read-out of NTR1 agonist, marked with its call; cell count; measured here: cell count, cytotoxicity flag
NS5 inhibitors pilot replicate: also measured in NS5 inhibitors; calls as there; inhibition, %; measured here: pilot screen replicate inhibition
Active calls of the source: *; i = inactive; / = no result given.

SMILES	MgcRacGAP inhibition	GPR35 antagonists	Yfh1-off respiration	AID2073	NS5 inhibitors	NTR1 agonist	NTR1 agonist cell count 20 µM	GPR55 activation	SV40 large T antigen	GPR55 LPI antagonism	others
Cc1c(Cl)cccc1Nc1ncccc1C(=O)OCC(O)CO (stereo not drawn)	/	7%	i	24%	/	-0.7	97	0.3%	25%	-8%
COc1ccc(CCNC(=O)CN(c2ccccc2OC)S(=O)(=O)c2ccc(C)cc2)cc1	2%	6%	/	0%	-9%	2.8	62	-0.1%	6%	8%
COc1ccc2c(c1OC)C(=O)N1c3ccccc3C(=O)N(c3ccc(F)cc3)C21 (stereo not drawn)	13%	17%	i	-1%	3%	5.4	41	-0.2%	0%	2%
COC(=O)CCC(=O)Nc1ccc(S(=O)(=O)Nc2nc(C)cc(C)n2)cc1	2%	-5%	/	1%	8%	0.0	52	-0.3%	13%	-6%
Cc1cc(NC(=O)c2ccccc2Oc2ccccc2)no1	3%	6%	i	-3%	-1%	-0.1	54	-0.1%	5%	3%
COCCn1c(SCC(=O)NC2CCCC2)nnc1-c1ccncc1	1%	13%	/	12%	0%	0.1	41	-0.2%	-12%	2%
CCOC(=O)c1c(C)n(CC)c2ccc(OC(=O)c3ccc([N+](=O)[O-])cc3)cc12	6%	-14%	i	3%	1%	4.5	62	-0.1%	14%	-2%
COC(=O)c1ccc(NC(=O)CSc2nc3[nH]ncc3c(=O)[nH]2)cc1	-6%	/	/	/	-4%	-0.3	61	/	7%	/
CN(C)CCNc1oc(COc2ccc(Cl)cc2)nc1C#N	5%	-2%	i	-3%	-10%	-0.6	70	0.2%	18%	-10%
C=CCn1cnc2c(c1=O)c1nc3ccccc3nc1n2/N=C/c1cc(OC)c(OC)c(OC)c1	16%	-12%	i	6%	5%	9.6	42	-0.2%	6%	1%
Cc1ccc(C)c(OCCCC(=O)Nc2nccs2)c1	12%	2%	i	-4%	-1%	-3.6	74	-0.2%	1%	7%
Cc1cc2nc(-c3ccc[nH]c3=O)n(Cc3ccccc3F)c2cc1C	/	16%	/	39%	0%	/	/	-0.1%	5%	9%

An excerpt from above in order of number of heavy atoms, rising.
SMILES	MgcRacGAP inhibition	GPR35 antagonists	Yfh1-off respiration	AID2073	NS5 inhibitors	NTR1 agonist	NTR1 agonist cell count 20 µM	GPR55 activation	SV40 large T antigen	GPR55 LPI antagonism	others
Cc1ccc(C)c(OCCCC(=O)Nc2nccs2)c1	12%	2%	i	-4%	-1%	-3.6	74	-0.2%	1%	7%
Cc1cc(NC(=O)c2ccccc2Oc2ccccc2)no1	3%	6%	i	-3%	-1%	-0.1	54	-0.1%	5%	3%
Cc1c(Cl)cccc1Nc1ncccc1C(=O)OCC(O)CO (stereo not drawn)	/	7%	i	24%	/	-0.7	97	0.3%	25%	-8%
COCCn1c(SCC(=O)NC2CCCC2)nnc1-c1ccncc1	1%	13%	/	12%	0%	0.1	41	-0.2%	-12%	2%
Cc1cc2nc(-c3ccc[nH]c3=O)n(Cc3ccccc3F)c2cc1C	/	16%	/	39%	0%	/	/	-0.1%	5%	9%
COC(=O)CCC(=O)Nc1ccc(S(=O)(=O)Nc2nc(C)cc(C)n2)cc1	2%	-5%	/	1%	8%	0.0	52	-0.3%	13%	-6%
CCOC(=O)c1c(C)n(CC)c2ccc(OC(=O)c3ccc([N+](=O)[O-])cc3)cc12	6%	-14%	i	3%	1%	4.5	62	-0.1%	14%	-2%
COc1ccc2c(c1OC)C(=O)N1c3ccccc3C(=O)N(c3ccc(F)cc3)C21 (stereo not drawn)	13%	17%	i	-1%	3%	5.4	41	-0.2%	0%	2%
COc1ccc(CCNC(=O)CN(c2ccccc2OC)S(=O)(=O)c2ccc(C)cc2)cc1	2%	6%	/	0%	-9%	2.8	62	-0.1%	6%	8%
C=CCn1cnc2c(c1=O)c1nc3ccccc3nc1n2/N=C/c1cc(OC)c(OC)c(OC)c1	16%	-12%	i	6%	5%	9.6	42	-0.2%	6%	1%

Following part
SMILES	MgcRacGAP inhibition	GPR35 antagonists	Yfh1-off respiration	AID2073	NS5 inhibitors	NTR1 agonist	NTR1 agonist cell count 20 µM	GPR55 activation	SV40 large T antigen	GPR55 LPI antagonism	others
CN(C)C(=O)c1ccc2c3c(cccc13)CC2	12%	4%	i	-5%	-2%	0.8	85	-0.3%	0%	0%
O=C(O)c1ccc2c(c1)C(=O)N(CCc1ccccc1)C2=O	6%	14%	/	-4%	-13%	-0.4	66	-0.2%	15%	1%
CC(=O)c1cccc(CN(C)CC2CCCN(CCc3ccccc3C)C2)c1 (stereo not drawn)	0%	-1%	/	-11%	-19%	1.3	60	0.4%	-9%	12%
NC(=O)c1cccc2c1-c1ccccc1/C2=N/NC(N)=S	9%	11%	/	-8%	-14%	2.3	40	-0.1%	10%	9%
CCOc1ccccc1NC(=O)C(NC(=O)C1CCC(C)CC1)C(C)C (stereo not drawn)	9%	-1%	i	18%	5%	1.2	81	-0.4%	14%	7%
CC/C(=N\NC(=O)c1cc(C)nc2ccccc12)c1ccc(C)s1	3%	-9%	i	6%	1%	4.5	64	0.1%	1%	5%
O=C(O)c1ccc2c(c1)CC(c1ccccc1)OC2=O (stereo not drawn)	3%	/	/	/	-3%	0.6	65	/	6%	/
Cc1ccc(OC(C)C(=O)N=Nc2c(O)[nH]c3ccc([N+](=O)[O-])cc23)cc1 (stereo not drawn)	7%	-8%	i	18%	-8%	11	78	-0.2%	-2%	-10%
O=C(NC(=S)N(CCc1ccccc1)CCc1ccccc1)c1ccco1	2%	11%	i	-18%	-13%	9.9	64	0.6%	11%	23%
CCOc1ccc(-c2cc(N3C(=O)Nc4ccccc4N3O)n[nH]2)cc1	4%	2%	i	-12%	-1%	-0.8	87	-0.5%	9%	-5%
CCOC(=O)CCc1nc2ccccc2[nH]c1=O	4%	6%	i	3%	-1%	0.7	87	-0.3%	1%	-8%
CC(C)CCNC(=O)C1CCCN(S(=O)(=O)c2ccc3c(c2)CC(C)N3C(=O)C2CC2)C1 (stereo not drawn)	-3%	-1%	/	4%	-2%	-0.4	46	0.2%	-2%	-6%
O=C(NCc1cccc(Cl)c1)C1CCC(=O)N(C2CC2)C1 (stereo not drawn)	9%	1%	/	3%	4%	1.7	65	-0.1%	12%	2%
COc1ccc(OCC(=O)Nc2ccccc2N2CCCCC2)cc1	11%	8%	/	1%	-6%	5.2	64	0.2%	25%	13%
CCOc1ccc(S(=O)(=O)N/N=C(\C)C2CCCCC2)cc1	4%	-6%	i	10%	-4%	6.4	42	-0.4%	6%	-22%
CCc1ccc(NC(=O)Cn2c(=O)oc3cc(S(=O)(=O)N4CCOCC4)ccc32)cc1	-12%	-5%	i	-9%	-3%	3.5	58	-0.1%	1%	-5%
COCCC(=O)NNS(=O)(=O)c1ccc(Cl)cc1	8%	12%	i	5%	5%	1.2	69	0.3%	2%	12%
COC(=O)c1ccccc1NC(=O)c1cnc2sccn2c1=O	5%	-4%	i	9%	-2%	2.7	47	0.3%	11%	-13%
Cc1ccccc1NC(=S)N1CCN(c2ccccc2)CC1	6%	-6%	/	-5%	-11%	-1.4	61	-0.3%	9%	6%	NS5 inhibitors pilot replicate=-7.3
O=C(COc1ccc2ccccc2c1)Nc1cccc(C(=O)Nc2ccccc2C(=O)O)c1	14%	20%	i	12%	14%	7.3	45	-0.3%	18%	10%
O=C(NCCSc1ccccc1)c1ccccc1Cl	0%	-3%	i	-3%	5%	-0.8	62	-0.1%	14%	9%
Cc1ccccc1C(OCCN(C)C)C1CCCCC1 (stereo not drawn)	14%	4%	i	3%	4%	-1.9	58	0.3%	2%	0%
O=C(NCC(c1cccs1)N1CCc2ccccc21)c1ccccc1 (stereo not drawn)	11%	/	/	/	-1%	0.4	46	/	9%	/
COc1ccccc1NC(=O)c1ccccc1Oc1ccccc1	13%	-6%	/	9%	-2%	3.4	58	-0.1%	7%	4%
COc1ccc(NC(=O)N2CCN(C(=O)Nc3ccc(OC)cc3)CC2)cc1	1%	0%	i	-3%	-8%	2.4	44	-0.1%	11%	8%
C=CC[C@]12C=C(OC)C(=O)C=C1O[C@@H](c1ccc3c(c1)OCO3)[C@H]2C	8%	/	i	/	-3%	1.2	68	/	4%	/
Cc1nc(C)c(-c2ccccc2)c(=O)[nH]1	9%	10%	i	-2%	/	0.7	50	-0.2%	7%	-1%
Cc1c(CN(C)C(=O)/C=C/c2ccc([N+](=O)[O-])cc2)cnn1C	6%	1%	i	12%	-4%	1.1	53	-0.3%	-3%	8%
Fc1ccc(N2CCN(c3ncnc4c3nnn4Cc3ccccc3Cl)CC2)cc1	10%	/	i	/	2%	3.0	36	/	3%	/
CC1(C)Oc2ccc3ccc(=O)oc3c2/C(=C/NCCN/C=C2\C(=O)C(C)(C)Oc3ccc4ccc(=O)oc4c32)C1=O	/	-6%	/	8%	/	5.0	66	-0.1%	-5%	-3%
COc1ccc2[nH]cc(CCNC(=S)NC3CCCC3)c2c1	0%	-9%	i	-6%	-1%	-0.1	66	-0.1%	17%	15%
COc1ccccc1NS(=O)(=O)c1cc2c(cc1C)NC(=O)CO2	8%	16%	/	-3%	1%	-0.7	74	0.0%	7%	-7%
CCn1ncc(Br)c1C(=O)Nc1c(C)nn(Cc2c(F)c(F)c(F)c(F)c2F)c1C	-1%	11%	/	-3%	5%	-1.0	68	-0.1%	10%	-3%
CCCCCCN1CC(O)=C(c2nc3ccccc3[nH]2)C1=N	-4%	12%	i	13%	-3%	-0.3	51	-0.2%	1%	9%
CC(NC(=O)CSc1ccccc1C(=O)O)C1CC2CCC1C2 (stereo not drawn)	6%	-1%	i	-7%	-12%	1.2	41	0.0%	6%	-10%
Cc1cc(C(=O)N2CCc3c([nH]c4ccccc34)C2c2c(F)cccc2Cl)no1 (stereo not drawn)	5%	-14%	i	18%	3%	1.3	41	0.4%	5%	4%
CC1(C)C(=O)Nc2ccccc2N1C(=O)COC(=O)C12CC3CC(CC(O)(C3)C1)C2	10%	-11%	i	24%	3%	0.1	91	-0.1%	20%	3%
O=C(NCCCN1CCOCC1)C(=O)N/N=C/c1c(Cl)cccc1Cl	9%	10%	i	-2%	0%	-0.6	91	-0.1%	4%	15%
